Screening data from PubChem.
N370S GC mod: inhibitors or activators of N370S glucocerebrosidase for Gaucher disease; N370S GC spleen homogenate, 4MU-glucoside fluorescence; 330,000 tested, 0.092% active; P04062; Potency, µM (titrated, usually from 59.4 µM), inactives show at the top dose activity change, negative = inhibition, hits mostly inhibitors;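 also: 0% = full enzyme activity and -100% = no enzyme basal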
KAT2A inh: GCN5L2 (KAT2A) acetyltransferase inhibition | Q92830 | 390,000 tested, 0.21% active | Potency, µM (highest dose often 58.9 µM), without a hit: at the highest dose activity change, negative = inhibition, actives largely listed as inhibitors | GCN5L2 HAT assay, ThioGlo1 CoA-SH fluorescence
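Fluorescence readout, Ex340nm/Em540nm: ThioGlo1 (50uM final) reacts with free CoA thiol released as 20nM GCN5L2 acetylates H3(1-25) peptide (75uM) using acetyl-CoA (70uM). Compound and enzyme sat 15 min beforehand; 20 min room-temperature reaction.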
FEN1 inh: blocks human flap endonuclease 1. P39748. Recombinant FEN1 flap cleavage, fluorescence, 15 min. Potency, µM (series often up to 114 µM), for inactives: at the highest dose activity change, negative = inhibition, hits mostly inhibitors. 390,000 tested, 0.35% active. AID 588795; also: nearly all actives have a fitted effect of over 65% in size
Target sequence (P39748 whole entry, looked up): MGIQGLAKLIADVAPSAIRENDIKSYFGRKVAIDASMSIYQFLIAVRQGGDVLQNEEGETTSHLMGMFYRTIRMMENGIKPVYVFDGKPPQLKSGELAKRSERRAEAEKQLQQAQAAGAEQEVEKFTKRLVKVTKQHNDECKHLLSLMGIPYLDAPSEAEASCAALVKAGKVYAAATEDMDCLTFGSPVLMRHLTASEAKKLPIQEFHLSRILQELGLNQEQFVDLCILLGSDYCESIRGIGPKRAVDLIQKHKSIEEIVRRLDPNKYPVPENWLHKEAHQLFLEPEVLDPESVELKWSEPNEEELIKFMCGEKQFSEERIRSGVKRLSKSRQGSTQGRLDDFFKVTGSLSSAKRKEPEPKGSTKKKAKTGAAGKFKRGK
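Read-out was taken twice, immediately and after 15 min, following addition of 50 nM substrate to 10 nM FEN1 that had sat with test compound for 15 min at room temperature. Curves came from a four-parameter Hill model.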
The depositor's hits bear a star; ? = inconclusive; nt = no result given; & = joins results of further samples; [ ] = dose if it differs, or a comment. Calls follow the shape of the dose curve; as a rule, active = well fitted curve in the direction sought with a large enough effect; inconclusive = small, poorly fitted or top-dose-only effect, or another doubt; inactive = no such curve, though single readings can be large; an effect the other way counts as inactive or inconclusive. Unless noted, % is scaled to controls: 0 for no effect and ±100 for the full control effect; potency is read from the fitted curve at half-maximal effect. Not all compounds are listed; the hit share may differ from the screen's.

N370S GC mod | KAT2A inh | FEN1 inh | molecule
1% | -2% | -1% | COc1ccc(NC(=O)C(NC(C)=O)C(=O)NCc2ccccc2OC)cc1 (stereo not drawn)
-15% | -4% | 2% | CC1(C)CC(=O)C2=C(C1)Nc1ccccc1NC2c1cccc(F)c1 (stereo not drawn)
nt | -13% | -4% | Cc1ccc(NC(=O)CCn2c(=O)c3cccn3c3ccccc32)c(Cl)c1
nt | -2% | -13% | COc1cccc(NC(=O)CSc2ncc(S(=O)(=O)c3ccc(C)c(C)c3)c(=O)[nH]2)c1
nt | -9% | 15% | CCN1CCN(c2ccc(S(=O)(=O)N3CCOCC3)cc2NC(=O)C(C)Oc2ccc(F)cc2)CC1 (stereo not drawn)
-5% | -2% | -1% | O=C(CCc1nnc(CCC2CCCCC2)o1)NCCc1cccnc1
-9% | -8% | -26% | CN(C)S(=O)(=O)c1cccc(NC(=O)c2cccc(NS(=O)(=O)c3ccccc3)c2)c1
1% | 0%&-5% | 8%&19% | COc1cc(NC(=O)C2CCN(c3cnccn3)CC2)cc(OC)c1
-5% | -4% | 17% | C/C(=N\NC(=O)c1cccc(F)c1)c1cccc(NC(=O)c2ccc(F)cc2)c1
-1% | 0% | -10% | COc1ccc(CCNC(=O)c2ccc(CNS(=O)(=O)c3cc(C)ccc3C)cc2)cc1OC
0% | 1% | -13% | CCO[C@H]1OC(C(=O)Nc2ccccc2)=C[C@@H](c2coc3ccccc3c2=O)[C@@H]1CCCO
5% | -2% | ? | COc1cc2ccccc2cc1C(=O)NC(=S)Nc1cccc(C(=O)O)c1
-2% | -2%&-7% | -14%&1% | CCCCNc1nc2c(c(=O)n(Cc3ccccc3)c(=O)n2C)n1C
-5% | -6% | 15% | NCCc1c(C(=O)O)[nH]c2ccc([N+](=O)[O-])cc12
nt | 0% | -10% | O=C(Cn1cc([N+](=O)[O-])ccc1=O)NCC(=O)Nc1ccc(F)c(F)c1F
4% | -4% | -3% | C=CCSc1n[nH]c(-c2ccc(OCCCC)cc2)n1
-2% | -3% | -1% | CC1(C)CC(=O)C=C(Nc2ccccc2C#N)C1
nt | -9% | 1% | O=C(c1ccc2c(c1)N(Cc1ccc(F)cc1)C(=O)c1ccccc1S2(=O)=O)N1CCCCCC1
-15% | -7% | 0% | Nc1c(C(=O)OCC(=O)Nc2ccc(Cl)cc2[N+](=O)[O-])[nH]c(=O)[nH]c1=O
nt | -13% | 6% | CCn1c(=O)n(CC)c2cc(N3CCCCC3)c(NC(=O)Nc3ccccc3Cl)cc21
nt | 1% | -13% | CCOc1ccc(-c2nnc(SCC(=O)Nc3ccc(C)cc3C)o2)cc1
14% | 0% | 12% | Cc1ccc(C(=O)c2cn(Cc3ccc(Cl)cc3)c3nc(C)ccc3c2=O)cc1
nt | -7% | -14% | O=C(Nc1ccccc1Cc1ccccc1)C1CC(=O)N(c2ccc3c(c2)OCCO3)C1 (stereo not drawn)
-4% | -13% | 1% | NC(=S)N/N=C1\CC(n2nnn(-c3cccc(Cl)c3)c2=S)C2COC1O2 (stereo not drawn)
nt | 11% | -5% | Cc1ccc(F)cc1NC(=O)CCc1c(C)nn(-c2ccc(N3CCOCC3)nn2)c1C
nt | 0% | 6% | O=C(CNC(=O)c1ccco1)OCc1ccccc1F
-25% | -24% | -3% | CCOC(=O)c1c(C)n(C)c2ccc(OCC(O)CNCCc3ccccc3)cc12 (stereo not drawn)
-17% | -4% | -20% | O=C(C1=C[C@H](c2csc3ccccc23)C[C@H](OCCCCO)O1)N1CCN(Cc2ccc3c(c2)OCO3)CC1
? | -6% | 16% | S=C(Nc1cccnc1)NC1CC2CCC1C2 (stereo not drawn)
-14% | 1% | 1% | O=C(NCC(c1ccccc1Cl)N1CCCC1)c1ccc(N2CCCC2=O)cc1 (stereo not drawn)
-3% | -5% | 5% | COc1cc(OC)cc(C(=O)OCC(=O)Nc2ccc3[nH]c(=O)[nH]c3c2)c1
-7% | -1%&-4% | 1%&15% | COCCCN1C(=O)N(c2ccccc2)C(=O)C1CC(=O)Nc1ccc(F)cc1 (stereo not drawn)
5% | 17% | -4% | COCCCn1nnnc1SCC(=O)N1CCCC1
2% | -15% | -8% | Cc1ccc2c(c1)COc1c3ccc(C(=O)NC(C)C)cc3nn1-2
nt | -7% | 15% | O=C(NN=Cc1c(O)ccc2ccccc12)c1ccc2c(c1)OCO2
25% | -1% | 1% | Cc1ccccc1C(=O)NC1CCN(C(=O)N2CCOCC2)CC1
7% | -6% | 7% | COc1ccc(Oc2nc(OC)cc(OC)n2)cc1
-14% | 1% | -1% | CCCC1(c2ccccc2)NC(=O)N(CC(=O)Nc2cc(S(=O)(=O)N3CCOCC3)ccc2Cl)C1=O (stereo not drawn)
3% | -3% | -2% | COC(=O)c1c(NC(=O)/C=C/c2ccco2)sc2c1CCC2
5% | -5% | 4% | Cc1ccc(C)n1NC(=O)c1cccc(Cl)c1
23% | -5% | -3% | Cc1ccc(/C([O-])=C(/C(=S)NCc2ccccc2)[n+]2ccccc2)cc1[N+](=O)[O-]
nt | -7% | -5% | CCOC(=O)c1ccc(NC(=O)C(C)N(c2ccc(OCC)cc2)S(C)(=O)=O)cc1 (stereo not drawn)
3% | 0% | -2% | Cc1ccc(C(=O)N(C)c2nnc(-c3ccncc3)s2)cc1
-13% | -8% | -13% | O=C(NC1CCCCC1)N1CCN(S(=O)(=O)c2ccc(F)cc2)CC1
-15% | -6% | -10% | O=C1c2cccc3cccc(c23)N1CN1CCN(c2ccccn2)CC1
-7% | -16% | 16% | Cc1cccc(S(=O)(=O)Nc2ccc3c(c2)OCCO3)c1
12% | -5% | 4% | CCOc1ccc(NS(=O)(=O)c2ccc3c(c2)CCN3C(=O)CCC(=O)O)cc1
4% | 24% | 1% | CCCCn1c(SCC(=O)NC(C)(C)C)nnc1-c1ccco1
nt | 3% | -3% | COc1ccc(NC(=O)COC(=O)Cc2ccsc2)c(OC)c1
0% | -5% | 15% | O=C1N(Cc2cccc(Cl)c2)C[C@@H]2C[C@@H](c3ccco3)N3CCC[C@@]123
10% | -7%[0.501 µM] | -4% | CC(=O)Nc1cc(C(=O)N2CCCC2)ccc1Sc1ccc(C)cc1
9% | -24% | -8% | O=C1OC(c2ccc(Cl)cc2)=N/C1=C\C=C\c1ccco1
28% | 25% | 5% | O=C(CN(c1cccc([N+](=O)[O-])c1)S(=O)(=O)c1ccccc1)NCc1ccccc1
6% | 35%[activator] | -7% | O=C(COC(=O)C1(c2cccc(F)c2)CCCC1)NCc1ccc2c(c1)OCO2
1% | -8% | 10% | COc1ccc(N2CCN(C(=O)c3cc(-c4cccs4)nc4ccccc34)CC2)cc1
2% | -7% | -7% | O=C(Oc1ccc(OC(=O)N2CCCCC2)cc1)c1ccccc1
-29% | 0% | -9% | CC(Cc1cccs1)NC(=O)c1cccc(Cl)c1 (stereo not drawn)
9% | 4% | -6% | COCCNC(=O)C(c1ccc(C)o1)N(Cc1ccc(F)cc1)C(=O)Cn1nnc2ccccc21 (stereo not drawn)
nt | -4% | 13% | CCOC(=O)c1ccc(NC(=O)CN(c2ccc(C)cc2)S(=O)(=O)c2ccc(OC)cc2)cc1
-17% | -5% | 3% | C[n+]1ccc(C(=O)N/N=C/c2ccco2)cc1

More results:
N370S GC mod | KAT2A inh | FEN1 inh | molecule
-1% | 1% | -12% | CC(=O)c1ccc(N(C(=O)c2csnn2)C(C(=O)NC2CCCC2)c2ccccc2)cc1 (stereo not drawn)
-1% | -7% | 2% | CSCC[C@H](NS(=O)(=O)c1ccc(C)cc1)C(=O)N1CCC(C(=O)N[C@@H](C)C(=O)O)CC1
-2% | 14% | -2% | CC(=O)NN1C(=O)/C(=C2/Sc3ccc(Cl)cc3N2C)SC1=S
nt | 2% | -6% | CCOC(=O)C(C)Nc1ncnc2onc(C)c12 (stereo not drawn)
14% | -1% | 8% | COc1ccc(Cl)cc1N(CC(=O)N1CCCCC1)S(C)(=O)=O
nt | -6% | 9% | Cc1ccc2sc(N(Cc3cccnc3)C(=O)CCS(=O)(=O)c3ccccc3)nc2c1C
-27% | -7% | 20% | COc1cccc(C2/C(=C(/O)c3ccc4c(c3)CC(C)O4)C(=O)C(=O)N2CC2CCCO2)c1 (stereo not drawn)
13% | -4% | 6% | CCN(CC)c1ccc(/C=C(/C#N)c2nc3ccccc3[nH]2)c(OC(C)C)c1
-3% | -5% | 0% | Cc1ccc(-c2cc(-c3nnc(SCC(=O)N(C)CCC#N)n3N)c3ccccc3n2)cc1
15% | -15% | -4% | COc1ccccc1/C=C/CN1CCCC(CCC(=O)NCc2ccc(F)c(F)c2)C1 (stereo not drawn)
-16% | -4% | 11% | COc1cc(OC)cc(C(=O)NCC(=O)N2CC=C(c3ccccc3)CC2)c1
0% | -20% | -1% | CCOC(=O)C1(Cc2cccc(Cl)c2)CCCN(C(=O)C2CC2)C1 (stereo not drawn)
11% | 1% | -2% | COCc1cc(S(=O)c2ccc(Cl)cc2)nc(C)n1 (stereo not drawn)
nt | 1% | ? | Cn1c2c(c(=O)n(C)c1=O)C(c1cc(Br)ccc1F)CC(=O)N2 (stereo not drawn)
8% | -2% | -8% | CCCC(=O)Nc1ccccc1N1CCN(C(=O)C(C)C)CC1
-1% | -1% | 7% | C=CCNC(=O)COc1ccc(S(=O)(=O)N2CCCC2)cc1
15% | -14% | -3% | COc1ccc([C@H]2[C@H](C(=O)C(C)(C)C)N3N=Cc4ccccc4C3[C@]23N=C(c2ccccc2)OC3=O)cc1OC (stereo partly drawn)
22% | -10% | 12% | CCc1cc2c(SCC(=O)N(C)C3CCS(=O)(=O)C3)ncnc2s1 (stereo not drawn)
3% | 1% | 1% | O=C(NC(=S)Nc1ncccn1)c1ccccc1Cl
2% | 0% | -1% | CC(=O)Nc1ccc(NC(=O)CNS(=O)(=O)c2ccc(C)cc2)cc1
8% | 0% | 1% | CCN(CC)c1ccc(NC(=O)COc2ccccc2C#N)cc1S(=O)(=O)Nc1ccccc1OC
1% | -5% | -4% | O=C(CC1C(=O)NCCN1Cc1ccc(F)cc1)NC1CCCCCCC1 (stereo not drawn)
-8% | nt | -3% | CCCC(=O)Nc1ccc(C(=O)N/N=C2\CC(=O)CC(C)(C)C2)cc1
5% | 0% | -1% | O=C(Cn1c(=O)n(Cc2ccc3c(c2)OCO3)c(=O)c2ccccc21)N1CCCc2ccccc21
9% | 1% | 0% | O=C(c1cc([N+](=O)[O-])ccc1Cl)N1CCN(c2ccccc2)CC1
-19% | 2% | ? | CN1/C(=C\C(=O)c2cccs2)Sc2ccccc21
13% | -11% | -20% | O=C1COc2ccc(-c3csc(NCCc4ccccc4)n3)cc2N1
2% | 1% | -11% | COc1cccc(/C=C2\Oc3cc(OC(=O)N4CCOCC4)ccc3C2=O)c1
-3% | 18% | 0% | CCC(CC)C(=O)c1c[nH]c(C(=O)NCc2ccc(F)cc2)c1
1% | 1% | -71% | CCC(=O)NCCn1ccc2ccccc21
-20% | -13% | nt | COc1ccc(CNc2cc(-c3cccc(NS(C)(=O)=O)c3)ncn2)c(OC)c1
13% | -1% | 5% | CC(/C=C/c1ccccc1)NC(N)=O (stereo not drawn)
-6% | 1%&-1% | -1%&1% | CC(C)CCNC(=O)CN1N=C(c2ccc(Cl)cc2)CCC1=O
nt | 1% | -3% | Cc1ccccc1-c1nnc(SCC(=O)Nc2cccnc2Cl)o1
1% | -21% | -4% | COc1ccc(Nc2nc3c(C)cccn3c(=O)c2C=O)cc1
-10% | -4% | 10% | N#CCCn1cc(CNCc2ccccc2)c(-c2cccc([N+](=O)[O-])c2)n1
